GALK inhibitor – blocks human galactokinase activity; P51570; Purified GALK, Kinase-Glo residual ATP luminescence; Potency, µM (doses to about 57.5 µM), inactives show at the top dose activity change, negative = inhibition, usual class: inhibitors; 270,000 tested, 0.007% active; AID 1868; note: potency is the fitted concentration of half-maximal effect; % is set by controls: 0 for no effect and ±100 for the full control effect
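Quantitative HTS: GALK 5 nM, ATP 35 uM, galactose 100 uM, 1 h room temperature, then luciferase-based ATP detection.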
S-ASM inh – inhibitors of human secretory acid sphingomyelinase | P17405 | placental ASM, HMU-PC fluorogenic substrate, 60 min | Potency, µM (highest dose often 57.5 µM), for inactives: at the highest dose activity change, negative = inhibition, hits mostly inhibitors | 340,000 tested, 0.006% active | AID 504937; note: potency is the fitted concentration of half-maximal effect
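qHTS format. ASM enzyme prepared from human placenta hydrolyses the fluorogenic substrate HMU-PC0 (9 uM final) over 60 min at 37 °C after a 10 min compound preincubation.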
AT treatment – candidate therapy for ataxia-telangiectasia; Potency, µM (highest dose often 57.5 µM), for the others: at the highest dose activation, usual class: activators; 320,000 tested, 0.19% active; […] A-T fibroblasts, KAP-1 phosphorylation AlphaLISA; neocarzinostatin DNA damage 30 min before lysis; note: potency is the fitted concentration of half-maximal effect; % of control where 0% means no effect; nearly all actives have a fitted effect of over 45% in size
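ATM-like activity read as KAP-1 phosphorylation via AlphaLISA donor/acceptor antibody pairs after lysis and 6 hr at 25C. Cells were ATM-null patient fibroblasts ([…], hTERT), dosed 60 min, then exposed to the DSB inducer NCS for 30 min.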
KCNH2 WT inh – KCNH2 (human, wildtype) channel inhibition; Q12809; U2OS, BacMam KCNH2, thallium flux FluxOr; active compounds read low; activity change, % at 1.84 µM; 340,000 tested, 0.37% active; AID 720551;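 active = maximum activity change below -70%; inconclusive = maximum activity change between -70% and -50%; inactive = maximum activity change above -50%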; note: % is set by controls: 0 for no effect and ±100 for the full control effect
Target sequence (Q12809 whole entry, looked up): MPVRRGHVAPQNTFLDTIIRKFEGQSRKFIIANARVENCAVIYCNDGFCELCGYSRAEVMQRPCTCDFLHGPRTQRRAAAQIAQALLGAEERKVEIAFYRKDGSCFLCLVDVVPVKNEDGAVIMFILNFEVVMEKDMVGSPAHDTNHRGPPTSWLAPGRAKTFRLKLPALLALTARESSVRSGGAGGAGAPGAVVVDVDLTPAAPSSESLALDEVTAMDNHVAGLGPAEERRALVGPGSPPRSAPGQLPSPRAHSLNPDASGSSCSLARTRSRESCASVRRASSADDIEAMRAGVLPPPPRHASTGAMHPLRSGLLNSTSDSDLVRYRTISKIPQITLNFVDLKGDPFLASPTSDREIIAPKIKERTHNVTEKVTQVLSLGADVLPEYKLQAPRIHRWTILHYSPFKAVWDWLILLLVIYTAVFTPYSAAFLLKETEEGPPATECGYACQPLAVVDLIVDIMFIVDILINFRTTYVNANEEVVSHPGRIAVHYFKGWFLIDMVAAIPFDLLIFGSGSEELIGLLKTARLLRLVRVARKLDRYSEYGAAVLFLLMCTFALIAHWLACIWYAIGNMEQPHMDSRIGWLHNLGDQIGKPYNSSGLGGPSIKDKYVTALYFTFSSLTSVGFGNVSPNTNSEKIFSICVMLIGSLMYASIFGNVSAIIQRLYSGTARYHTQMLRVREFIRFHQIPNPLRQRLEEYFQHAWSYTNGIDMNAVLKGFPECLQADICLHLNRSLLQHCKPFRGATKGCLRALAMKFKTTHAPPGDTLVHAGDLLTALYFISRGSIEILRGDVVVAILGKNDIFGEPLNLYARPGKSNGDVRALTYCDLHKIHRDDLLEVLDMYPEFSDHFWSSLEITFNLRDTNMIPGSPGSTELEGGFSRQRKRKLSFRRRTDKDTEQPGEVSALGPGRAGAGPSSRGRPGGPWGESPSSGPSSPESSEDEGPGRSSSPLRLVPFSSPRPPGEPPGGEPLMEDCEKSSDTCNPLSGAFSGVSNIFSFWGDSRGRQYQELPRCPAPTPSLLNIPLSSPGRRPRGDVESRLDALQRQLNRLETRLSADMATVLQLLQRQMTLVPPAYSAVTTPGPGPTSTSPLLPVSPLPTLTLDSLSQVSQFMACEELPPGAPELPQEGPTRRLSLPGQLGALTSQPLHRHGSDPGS
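U2OS cells transduced with wild-type KCNH2 virus are loaded with FluxOr dye for 45 min, and thallium flux is measured in kinetic reads before and after stimulation buffer. Rate constants are normalized to DMSO controls.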
Coupling enz – counter-screen for Giardia aldolase inhibitors: coupling enzyme system; coupling enzyme system counterscreen, AmpLite Red fluorescence; activity change, negative = inhibition, % at 58.2 µM, hits read low; 290,000 tested, 0.67% active; AID 2472; in the data active = activity change below about -30%; note: % is set by controls: 0 for no effect and ±100 for the full control effect
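Compounds tested against the coupling enzymes alone at 57.5 uM final; readout was AmpLite Red fluorescence (525/598 nm) after 20 min at RT.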
TRPV1 agonist – agonists of human vanilloid receptor 1 (TRPV1). Q8NER1. TRPV1-expressing cells, Fluo-8 calcium influx, agonist mode. activation, % at 8.33 µM. 320,000 tested, 0.19% active; in the data active = activation above about 80%; inconclusive = between about 30% and that limit; note: 0% is about no effect
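TRPV1-expressing cells were cultured overnight at 35.5C and loaded with Fluo-8 calcium dye for 40 to 90 min at room temperature. After a 10 s baseline, compound was added and calcium influx was read kinetically for 3 min (ex 480/em 520 nm).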
MBNL1-CUG inh – blocks human MBNL1 binding to CUG repeat RNA; Potency, µM (doses to about 57.5 µM), without a hit: at the highest dose activity change, negative = inhibition, actives largely listed as inhibitors; AID 2675; 280,000 tested, 0.036% active; TR-FRET MBNL1-His/biotin-(CUG)12 binding, 665/545 ratio; Q9NR56; active = well fitted inhibition curve with a large enough effect in the signal ratio, with a control signal flat, not every such curve was filed as active; inconclusive = small, poorly fitted or top-dose-only effect, or effect the other way, or a change in a side signal; inactive = no such curve, though single readings can be large or run the other way; the % refers to the signal ratio; note: potency is the fitted concentration of half-maximal effect; % is set by controls: 0 for no effect and ±100 for the full control effect
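MBNL1-His + Biotin-(CUG)12, cpd titration 92 nM–58 uM; Tb anti-His Ab 0.055 ng/ul, SA-XL665 5 nM (final); 60 min RT; ratiometric 665/545 nm, Ex 340 nm; normalized to buffer and full-complex controls.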
Integrin act MD – integrin-mediated muscular dystrophy alleviation activation; alpha7betagal myoblasts, beta-gal FDG fluorescence, 48 h; Potency, µM (top dose mostly 38.3 µM), without a hit: at the top dose activation, usual class: activators; 350,000 tested, 0.064% active; AID 624291;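 note: potency is the fitted concentration of half-maximal effect; 100% = response of the positive control SU9516; nearly all actives have a fitted effect of over 60% in size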
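alpha7betagal+/- myoblasts (passage 13, 250/well) treated 48 h at 37C with compounds at 1:260 dilution of DMSO stock. Lysed, then beta-galactosidase activity read as FDG fluorescence (ex 480/em 540) after 30 min, with pre-read for autofluorescence.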
CXXC DNA block – blocks binding of human MLL CXXC domain to DNA; MLL-CXXC / FITC-HOXA9 DNA fluorescence polarization; Potency, µM (series often up to 115 µM), inactives show top-dose activity change, negative = inhibition, hits mostly inhibitors; 290,000 tested, 0.037% active; AID 2662; active = well fitted inhibition curve with a large enough effect in the polarisation, with a control signal flat, not every such curve was filed as active; inconclusive = small, poorly fitted or top-dose-only effect, or effect the other way, or a change in a side signal; inactive = no such curve, though single readings can be large or run the other way; the % refers to the polarisation; note: potency is the fitted concentration of half-maximal effect
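Fluorescence polarization: 7 uM MLL-CXXC (stock) preincubated 5 min with compounds, then 50 nM fluorescein-HOX-A9 DNA (stock) added; 30 min ambient. Buffer 50 mM Tris-HCl pH 7.5, 50 mM NaCl, 1 mM DTT, 0.05% BSA.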
KCNH2 3.1 block – inhibitors of human KCNH2 3.1 potassium channel isoform; U2OS KCNH2 3.1, thallium flux FluxOr; active compounds read low; activity change, % (tested at about 1.8 µM); 340,000 tested, 0.95% active;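 active = maximum activity change below -70%; inconclusive = maximum activity change from -70% to -50%; inactive = maximum activity change above -50%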;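 note: thallium influx rate constant from kinetic fluorescence after stimulation buffer; % is set by controls: 0 for no effect and ±100 for the full control effect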
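Thallium flux via FluxOr fluorescence (Red40 quencher, 45 min loading) in U2OS cells virally expressing the KCNH2 3.1 isoform (1.77 x 10^8 /mL virus, overnight at 37 C). Rate constants from 2-min kinetic reads post-stimulation, normalised to positive and negative controls.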
Active calls of the source: *; ? = inconclusive; . = no result given; [ ] = dose if it differs, or a comment. Unless noted, calls come from the whole dose curve; as a rule, active = well fitted curve in the direction sought with a large enough effect; inconclusive = small, poorly fitted or top-dose-only effect, or another doubt; inactive = no such curve, though single readings can be large; an effect the other way counts as inactive or inconclusive. Hits appear at their usual frequency; about 2% have a hit in one of these screens.

SMILES | GALK inhibitor | S-ASM inh | AT treatment | KCNH2 WT inh | Coupling enz | TRPV1 agonist | MBNL1-CUG inh | Integrin act MD | CXXC DNA block | KCNH2 3.1 block
CCCCC(=O)Nc1cccc(NC(=O)c2cccnc2Cl)c1 | 4% | 0% | 10% | -3 | 0 | 5 | 1% | 5% | -14% | -6
CC1CN(Cc2ccccn2)CCC1=O (configuration not stated) | 2% | 1% | -1% | 10 | 2 | -1 | . | -4% | -1% | 0
CCn1c(SCc2c(F)cccc2Cl)nnc1-c1ccco1 | -3% | 2% | 1% | -26 | -8 | -1 | 2% | -28% | 5% | 1
CCOC(=O)Nc1ccc2c(c1)N(C(=O)CCN(C)C)c1ccccc1S2 | -4% | 3% | . | 5 | -1 | 17 | 8% | -28% | 14% | 11
Cc1occc(=O)c1OCc1ccc(Cl)cc1Cl | 0% | 0% | 14% | 1 | 0 | 1 | -2% | -18% | 7% | 2
Cc1ccc(S(=O)(=O)N2CCCCC2)cc1NC(=O)c1cccs1 | . | 1% | -1% | 3 | . | 7 | . | ? | . | -3
CCNC(=S)N(CCc1ccc(OC)c(OC)c1)Cc1cc2cc(OC)ccc2[nH]c1=O | 3% | 10% | 2% | -17 | 4 | 0 | -1% | -24% | -2% | 3
COc1ccc(CN2C(=O)c3cccnc3C2=O)cc1S(=O)(=O)NC(C)C | . | 6% | -6% | 4 | 2 | -3 | ? | 9% | -1% | -1
Cc1ccccc1C(=O)NCC(c1ccco1)N1CCc2ccccc21 (configuration not stated) | . | -5% | 1% | -6 | . | 0 | . | 3% | . | -17
CCN1CCN(C(=O)c2ccc(CN(c3ccccc3)S(=O)(=O)c3ccccc3)cc2)CC1 | 2% | -7% | . | 39 | 18 | 14 | -18% | -3% | ? | -3
CCCCNc1c2c(nc3c(-c4ccccc4)c(C)nn13)CCC2 | 1% | -2% | . | 12 | 0 | -17 | 10% | 4% | 6% | -7
O=C1NC[C@H](Cc2ccccc2)N(C[C@H]2CCCN2C[C@H](Cc2ccccc2)N2C[C@H](Cc3ccc(O)cc3)N(CC3CCCCCC3)C(=O)C2=O)C1=O | . | -7% | . | 12 | . | . | . | 0% | . | -17
CN(C(=O)COC(=O)Cc1c(Cl)cccc1Cl)C1CCS(=O)(=O)C1 (configuration not stated) | . | 0% | -8% | 2 | . | 1 | . | ? | . | -9
O=C1CN(c2nc(-c3cccnc3)nc3sc4c(c23)CCCC4)CCN1 | 5% | 42% | 3% | -1 | -2 | 2 | 16% | -9% | 2% | 3
CCCNC(=O)c1ccc(N2CC3CC(C2)c2cccc(=O)n2C3)c(NC(=O)Nc2ccc(CC)cc2)c1 (configuration not stated) | 0% | -9% | 1% | 7 | . | 2 | 2% | 3% | 4% | -16
CC(C)(C)c1ccc(OCc2ccc(C(=O)Nc3cccnc3)o2)cc1 | 4% | ? | 3% | -5 | 5 | ? | -2% | -20% | 11% | -7
CC1(C)Cc2ccccc2C(=C(C#N)C#N)N1 | 1% | 2% | 1% | 0 | 0 | 0 | . | 44% | -1% | 9
Cc1ccc2[nH]c(=O)c(CN(CC3CCCO3)C(=O)c3ccncc3)cc2c1 (configuration not stated) | -5% | 4% | 0% | -17 | 1 | 0 | -2% | 6% | 7% | 17
C/C(=N\NC(=O)c1cccnc1)c1cc2ccccc2o1 | 1% | 2% | -1% | -10 | 1 | -2 | . | -17% | 5% | 10
CC(=O)Nc1nnc(SCc2ccc(C(=O)Nc3ccccc3F)cc2)s1 | -1% | 2% | -1% | 1 | -1 | 7 | 2% | -12% | 6% | 8
Nc1c(C(=O)CSc2nccn2-c2ccc(Cl)cc2)c(=O)[nH]c(=O)n1C1CC1 | . | 2% | -1% | -8 | . | 1 | . | 4% | . | -2
CC1(C)Cc2nc3sc(C(N)=O)c(N)c3cc2CO1 | -2% | 27% | 8% | 9 | -3 | 2 | ? | 11% | 3% | -21
COc1cccc(CN2CCN(CC(=O)Nc3ccccc3Cl)CC2)c1 | 5% | 0% | 5% | 2 | 0 | 10 | 13% | -32% | 0% | -35
CC(=O)C1=NOC2C(=O)N(c3ccc(Cl)cc3)C(=O)C12 (configuration not stated) | 0% | 4% | -3% | -2 | 1 | -9 | 2% | ? | 11% | 0
COC(=O)C(NC(=O)CCc1nnc2ccc(N3CCCCC3)nn12)C(C)C (configuration not stated) | . | 1% | -8% | -14 | 0 | 4 | 2% | -6% | 3% | 5
NC(=O)c1cccc2c(=O)oc3ccccc3c12 | -1% | -1% | -2% | -18 | 4 | 0 | -2% | 9% | 0% | 7
Cc1cc(C)cc(OC(C)C(=O)Nc2ccc3c(c2)n(C)c(=O)n3C)c1 (configuration not stated) | 1% | -5% | -10% | 0 | -3 | 1 | 3% | 32% | 17% | 14
N#C/C(C(N)=O)=C1/CCc2ccccc2N1 | 1% | 5% | . | 13 | 3 | 9 | 0% | -2% | -4% | -5
CCOC(=O)c1c(-c2ccc(OC)cc2)csc1NC(=O)C1CCCO1 (configuration not stated) | 0% | -15% | 5% | -2 | 3 | 13 | -7% | 23% | -4% | 4
COc1ccc(Cl)cc1N(CC(=O)NCCSc1ccccn1)S(=O)(=O)c1ccccc1 | -2% | 0% | 12% | -1 | 0 | 16 | 1% | -3% | -2% | -2
COc1ccc([N+](=O)[O-])cc1NC(=O)CSCc1ccccc1C | 0% | -4% | -1% | -4 | -3 | 18 | 18% | 9% | 3% | 7
Cc1c(NC(=O)COc2cccc3c2OC(C)(C)C3)c(=O)n(-c2ccccc2)n1C | -1% | 2% | 2% | -1 | 0 | -2 | -9% | -24% | 3% | -107*
COc1ccc(NC(=O)c2cn(-c3ccccc3)nc2-c2ccncc2)cc1 | 0% | -2% | -6% | 3 | 1 | 2 | -1% | -32% | -20% | 13
Cn1c(=O)c2[nH]c(Cc3ccsc3)nc2n(C)c1=O | . | 13% | . | 1 | . | . | . | 9% | . | 8
CC(=O)c1ccc(OCCNS(=O)(=O)c2ccc(-n3cnnn3)c(C)c2)cc1 | 8% | 1% | 11% | -1 | 3 | 8 | -1% | -3% | 9% | ?
O=C(NCc1cccnc1)c1cccc(S(=O)(=O)N2CCOCC2)c1 | 14% | 1% | 3% | -1 | 0 | 0 | -1% | 22% | -1% | -4
Cc1cc(C)n2c(SCC(=O)NCc3ccco3)nnc2n1 | 7% | 1% | -1% | -6 | 1 | 1 | -10% | 12% | 6% | 9
CC(NC(=O)c1ccccc1OC(F)F)c1ccc(-n2ccnc2)cc1 (configuration not stated) | -2% | -3% | 8% | 0 | . | 18 | -3% | 20% | 0% | 7
COC(=O)c1ccc(C(=O)OC)c(NC(=S)N2CCOCC2)c1 | -1% | 97%[activator] | 0% | 5 | 3 | 5 | -2% | ? | 4% | -1
CC(C)[C@H](NC(=O)OCc1ccccc1)C(=O)OCC(=O)N1CCN(c2ccccc2)CC1 | . | 2% | -1% | 14 | . | 0 | . | -16% | . | -8
COCCCNC(=O)C1c2ccccc2Oc2ccccc21 | -4% | 0% | 9% | -16 | 0 | 5 | 3% | 25% | -1% | -21
COc1cc(O)c2c(=O)c3c(O)ccc(O)c3oc2c1 | . | -4% | -6% | 0 | . | . | . | -4% | . | 1
Cc1ccccc1OCC(=O)N1CCN(C(=O)COc2ccccc2C)CC1 | 0% | -2% | 10% | 12 | 0 | 7 | 2% | 15% | -5% | 20
O=C(O)c1cccnc1SCc1cccc(Br)c1 | -5% | 4% | 14% | 9 | 3 | -1 | 2% | -8% | 10% | 7
CN(C)c1ccc(/C(=N\O)c2ccccc2)cc1 | 2% | 1% | 0% | -10 | -13 | -5 | ? | -10% | 5% | -4
O=C1CC(c2ccccc2)CC(=O)C1CS(=O)(=O)c1ccccc1 (configuration not stated) | -1% | ? | -1% | -2 | 7 | 2 | -11% | 18% | 5% | 39
Cc1cccc(C(=O)NCc2nnc(SCC(=O)N3CCN(c4ccccc4)CC3)n2C)c1 | . | -3% | . | 22 | . | . | . | 2% | . | -5
CC(=O)c1cccc(NC(=O)COC(=O)Cn2cnc3ccccc32)c1 | . | -4% | 2% | -5 | . | . | . | -12% | . | -30
Cc1ccc(-c2csc(N3CCN(c4cc5c(cc4Cl)nc(-c4ccncc4)n5CCN4CCCCC4)CC3)n2)cc1 | . | ? | 16% | 1 | -1 | 3 | 2% | -8% | 20% | -20

Source: PubChem BioAssay (National Center for Advancing Translational Sciences (NCATS))
